D2 potentiator – D2 dopamine receptor (human) potentiation | 340,000 compounds, 0.34% hits | HEK293 T-REx D2, calcium flux, EC20 dopamine potentiation | P14416 | potentiation, % at 10 µM;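 active = potentiation over 3 SD above the plate norm, cut at about 30% in these data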; also: 0% is about no effect
Target sequence (P14416 whole entry, looked up): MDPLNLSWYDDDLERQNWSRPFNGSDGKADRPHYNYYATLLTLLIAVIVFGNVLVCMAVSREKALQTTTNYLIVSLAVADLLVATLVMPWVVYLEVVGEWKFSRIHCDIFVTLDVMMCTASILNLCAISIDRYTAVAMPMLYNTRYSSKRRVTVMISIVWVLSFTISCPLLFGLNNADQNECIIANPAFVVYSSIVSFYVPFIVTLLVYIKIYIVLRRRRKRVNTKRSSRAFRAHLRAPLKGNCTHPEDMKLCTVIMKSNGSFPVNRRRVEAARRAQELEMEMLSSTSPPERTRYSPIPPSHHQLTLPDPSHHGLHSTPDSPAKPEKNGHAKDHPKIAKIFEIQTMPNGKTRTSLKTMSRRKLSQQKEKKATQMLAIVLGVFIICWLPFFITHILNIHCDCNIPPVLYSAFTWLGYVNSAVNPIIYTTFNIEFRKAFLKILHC
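Primary screen. Calcium kinetics in induced HEK293 T-REx D2 cells: compound pre-addition 180 s, EC20 dopamine, 180 s more.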
RXFP1 antagonist – RXFP1 (human) relaxin receptor antagonism; Q9HBX9; HEK293-RXFP1, relaxin-stimulated cAMP HTRF, 30 min; hits give low values; activity change, negative = inhibition, % at 57.5 µM; 350,000 compounds, 0.59% hits; AID 1259400;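 active = activity change of -60% or lower, but not beyond a set lower limit; inconclusive = change between -60% and -40%, or beyond the set limit; inactive = change above -40%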; also: % is scaled to controls: 0 for no effect and ±100 for the full control effect
D1 ag – activates the human D1 dopamine receptor. P21728. HEK293 T-REx D1 cells, calcium flux, agonist mode. activation, % at 2 µM. 360,000 compounds, 1% hits; also: 0% is about no effect
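Tetracycline-induced HEK293 TREx D1 cells, force-coupled to calcium signalling, were dye-loaded with a no-wash calcium kit. Compound was pin-added after a 10 s baseline. Fluorescence was read kinetically at 1 cycle/s for 180 s, with calcium rises flagged as agonism.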
D2 ag – agonists of human D2 dopamine receptor | P14416 | HEK293 T-REx D2 cells, calcium flux agonist mode | activation, % at 2 µM | 340,000 compounds, 0.53% hits;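 active = activation over 3 SD above normal in the single-dose calcium agonist read, cut at about 30% in these data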; also: 0% is about no effect
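HEK293 Trex D2 cells, tetracycline-induced, o/n 30 C 5% CO2; no-wash Ca dye, RT 30–90 min; 10-cycle baseline, 23 nl cpd added, kinetic Ca read 180 s; agonist hits = positive Ca response.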
D2 antag – antagonizes the human D2 dopamine receptor; P14416; HEK293 TREx D2 cells, calcium flux, dopamine EC80; inhibition, % at 10 µM; 340,000 compounds, 2% hits; AID 485344; in the data active = inhibition above about 30%; also: 0% is about no effect
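Antagonism is scored as inhibition of an EC80 dopamine-evoked calcium signal in a force-coupled, tetracycline-inducible HEK293 T-REx D2 line, with compound present 180 s before agonist.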
D1 antagonist – antagonists of human D1 dopamine receptor; activity change, negative = inhibition, % at 10 µM; P21728; HEK293 TREx D1 cells, calcium flux, dopamine EC80; hits give low values; 360,000 compounds, 3.2% hits; in the data active = activity change below about -30%; also: % is scaled to controls: 0 for no effect and ±100 for the full control effect
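Kinetic fluorescence of a calcium dye serves as the read-out. D1-expressing Hek293 Trex cells, induced overnight at 30 C, are exposed to compound for 180 s before an EC80 dopamine addition, then read 180 s further.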
D1 PAM – human D1 dopamine receptor positive modulation; P21728; HEK293 TREx D1 cells, calcium flux, dopamine EC20 potentiation; potentiation, % at 10 µM; 360,000 compounds, 0.036% hits; AID 504651; in the data active = potentiation above about 30%; also: 0% is about no effect
TRHR enhancer – allosterically enhances the human TRH receptor; P34981; AID 493056; enhancement, % at 2 µM; 360,000 compounds, 0.66% hits; TRHR cells, fluo-8 calcium fluorescence, EC20 TRH enhancement; in the data active = enhancement above about 30%; also: 0% is about no effect
Target sequence (P34981 whole entry, looked up): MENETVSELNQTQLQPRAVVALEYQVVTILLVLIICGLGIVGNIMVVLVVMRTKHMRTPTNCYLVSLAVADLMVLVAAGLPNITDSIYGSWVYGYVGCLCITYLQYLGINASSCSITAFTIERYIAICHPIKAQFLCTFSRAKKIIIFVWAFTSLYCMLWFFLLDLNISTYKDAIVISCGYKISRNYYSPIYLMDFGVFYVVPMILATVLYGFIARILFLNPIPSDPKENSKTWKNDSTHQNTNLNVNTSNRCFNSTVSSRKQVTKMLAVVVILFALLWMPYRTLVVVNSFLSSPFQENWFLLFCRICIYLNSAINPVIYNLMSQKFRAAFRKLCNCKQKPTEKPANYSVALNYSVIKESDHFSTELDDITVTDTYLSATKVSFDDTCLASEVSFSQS
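Enhancer read-out: after compound pinning and an initial kinetic agonist-mode read, an EC20 of TRH (10 nM final) was injected and fluo-8 calcium signal (Ex 480/Em 530) followed at 1 s/cycle for 100 cycles in TRHR-expressing cells.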
TRHR agonist – TRH receptor (human) agonism. P34981. TRHR cells, calcium flux fluo-8, FDSS agonist mode. activation, % at 2 µM. 360,000 compounds, 0.18% hits; also: 0% is about no effect
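Fluo-8-loaded TRHR cells; 10 s baseline, compound added, kinetic Ca2+ fluorescence read 1/s, agonist mode.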
The depositor's hits bear a star; ? = inconclusive; nt = not tested or not shown; & = joins results of further samples. Rule as the data show it, unless noted: active = activation above about 30%; inactive = the rest.

SMILES	D2 potentiator	RXFP1 antagonist	D1 ag	D2 ag	D2 antag	D1 antagonist	D1 PAM	TRHR enhancer	TRHR agonist
CN(CC(=O)Nc1cccc(S(=O)(=O)NC2=NCCC2)c1)Cc1ccccc1Cl	-13	-3	13	-1.1	-18	-2	nt	6	-0.1
c1ccc(CN(Cc2ccccc2)c2c3c(nc4ncnn24)CCC3)cc1	nt	4	3	nt	nt	-5	-1	-4	-1.2
COc1ccc(/C=C/c2nc(C#N)c(N3CCN(c4ccccc4)CC3)o2)cc1OC	19	11	0	1.1	nt	-10	4	1	0.5
Cc1cc(C(=O)COC(=O)c2ccc(NC(=O)CC#N)cc2)c(C)n1C1CC1	0	-8	7	1.7	0	5	-3	-9	0.9
Cc1cccc(OCCNC(=O)c2ccc(Oc3ccc(C(F)(F)F)cc3[N+](=O)[O-])cc2)c1	-2	16	10	1.2	8	-21	-6	-3	4.7
C/C(=N/OCO/N=C(/C)c1ccc(F)cc1)c1ccc(F)cc1	-16	nt	8	0.0	-2	23	-3	-6	0.9
COc1ccc(NC(=O)CN(C)S(=O)(=O)c2cccc3nsnc23)cc1	-12&15	-2&-14	0&-3	-0.5&-0.3	10	-15&-22	1&3	0&17	-0.6&-0.6
CCOC(=O)c1c[nH]n2c(=O)cc(C)nc12	-1	3	2	0.7	-6	-13	0	-2	-0.6
COc1ccc(C)cc1NC(=O)Nc1ccccc1SC	-14	-9	2	-2.5	-11	-6	1	0	1.5
CC(=O)C1=C(C)NC(=O)CC1c1ccc(Br)cc1 (centres undefined)	-5	9	5	2.4	4	-5	0	0	0.3
Cc1ccccc1Oc1nc2c(c(=O)n(C)c(=O)n2C)n1C	6	-10	2	0.5	3	-4	-5	-1	-0.1
CCOc1cc2[nH]c(=O)n(CCCCC(=O)N3CCN(c4cccc(Cl)c4)CC3)c(=O)c2cc1OCC	-10	4	-2	nt	nt	-18	-2	3	0.0
Cc1cc(NC(=O)CSc2c[nH]c3ccccc23)no1	-7	11	4	1.3	19	-6	-4	-4	0.9
CCOC(=O)C(=O)NCC(c1cccnc1)N1CCN(c2ccccc2)CC1 (centres undefined)	-10	0	0	-0.6	nt	-4	0	-2	0.0
CCOC(=O)N1CCN(Cc2ccc3ccccc3c2)CC1	-6	12	8	34*	21	-17	-5	-3	-0.2
COc1ccc(/C=N/OC/C(O)=C(\C#N)c2nc3ccccc3[nH]2)cc1OC	-3	-12	1	-0.1	16	0	-3	1	-0.2
Cc1cc(=O)[nH]c(N2CCc3ccccc3C2)n1	5	-1	0	0.1	-4	-2	-2	7	0.7
COc1ccc(NC(=O)c2sc3nc[nH]c(=O)c3c2C)cc1OC	-9	nt	2	0.4	nt	-6	-1	-2	0.0
O=C(O)c1ccc2c(=O)n3c(nc2c1)/C(=C/c1ccc(F)cc1)CC3	1	0	5	-2.1	-4	1	0	0	-0.3
Cc1ccc(NC(=O)CCS(=O)(=O)c2cccc3nonc23)c(Cl)c1	12	6	1	-0.1	-1	10	-3	9	-0.3
CCOC(=O)c1ccc(NC(=O)C2(S(=O)(=O)c3ccc(Cl)cc3)CC2)cc1	-9	-6	3	0.2	nt	-7	0	-3	-1.3
CN(Cc1ccco1)S(=O)(=O)c1nnc(NC(=O)c2cccc(Cl)c2)s1	14&10	1&-29	4&8	0.1&0.3	0	-7&-19	-7&-2	3&-2	1.4&0.2
O=C(CSc1cccc[n+]1[O-])Nc1cc2c(cc1Cl)C(=O)c1ccccc1C2=O	-4	5	1	0.6	-6	-8	-2	-5	0.1
CC(C)NC(=O)c1ccccc1NC(=O)Cc1ccc([N+](=O)[O-])cc1	11	0	-1	0.1	-13	-5	-4	-4	-0.4
Cc1cc(NC(=O)CCC(=O)N(CC(=O)NCC2CCCO2)c2cccc(F)c2)no1 (centres undefined)	15	10	-1	nt	nt	-10	-3	5	0.1
COc1ccc(/C(O)=C/C(=O)C(=O)Nc2c(C)n(C)n(-c3ccccc3)c2=O)cc1	4	-5	1	-0.7	3	0	0	3	0.5
CC(C)(O)C#Cc1ncc(C(F)(F)F)cc1Cl	0	-8	0	-0.9	-7	2	2	-3	-1.0
C/C=C(\C)c1nnc(NC(=O)OCC)s1	-3	-6	3	1.5	2	3	-9	-3	0.3
CCCC(CCC)n1[nH]c(=O)c2c(C)cc(C)nc21	-11	-21	1	-0.5	4	-8	1	-13	0.6
O=[N+]([O-])c1cccc(/C=N/n2cnnc2)c1	-3	-12	1	-0.1	9	8	0	-4	0.3
COc1ccccc1N1CCN(C(=O)CSc2nc(-c3ccco3)cc(C(F)(F)F)n2)CC1	-10	-2	0	-0.1	-6	18	7	-5	0.1
COc1ccc(S(=O)(=O)N2CCCCC2)cc1NC(=O)c1cc([N+](=O)[O-])ccc1N1CCOCC1	17	2	1	0.9	-5	-8	8	12	1.3
CCCNC(=O)c1c(NC(=O)c2ccccc2)sc2c1CCC(C(C)(C)C)C2 (centres undefined)	9	-2	0	1.6	nt	4	2	-1	0.9
CN1CC(=O)N(CCOc2ccccc2)C1=O	3	0	2	1.2	-10	2	-3	2	0.5
CCn1cc(/C=C(\NC(=O)c2ccc(OC)cc2)C(=O)N2CCN(C)CC2)c2ccccc21	-3	-9	3	0.3	-5	7	6	-4	0.3
CC(=O)N(CCCN(C)C)c1nc2ccc(C)cc2s1	-4	?	6	1.0	11	-13	11	-3	0.3
CCCCNC(=O)[C@]1(C)CCC[C@@]2(C)C3CC[C@@]4(C)C[C@]3(CCC21)CC4=O (some centres undefined)	-11	nt	-4	-0.7	-3	nt	2	14	-0.2
Cc1c(C(=O)NCc2ccccc2Cl)sc2nc3n(c(=O)c12)CCC3	7	-9	1	0.1	nt	-7	-4	-4	-0.3
Cc1cnccc1CN(C)Cc1cn(C)nc1-c1ccc(Oc2ccccc2)cc1	10	?	1	0.0	1	-7	0	-2	0.6
COc1ccccc1C(c1nnnn1C(C)(C)C)N1CCCc2ccccc21 (centres undefined)	-8	nt	2	-0.2	-7	1	-1	1	1.0
CCc1ccc(CN2CCC(n3nccc3NC(=O)c3ccccc3C)CC2)cc1	-10	-4	15	1.8	-1	-6	-4	8	1.8
Cc1ccc(C(=O)Nc2cc([N+](=O)[O-])ccc2F)s1	-8	-6	1	0.1	13	5	-3	2	-0.2
CCOC(=O)c1ccc(Nc2cc(C)nc(N3CCOCC3)n2)cc1	0	-8	1	-0.7	18	15	-6	6	-0.2
O=C(CSc1nnc(CNc2ccc(F)cc2)o1)N1CCN(C(=O)c2ccco2)CC1	24	10	0	0.2	-15	-6	1	1	-0.2
CCNc1ccc(C(=O)OCC(=O)NC(C)c2ccccc2)cc1[N+](=O)[O-] (centres undefined)	3	7	6	-0.1	-4	-23	-6	6	0.0
O=C(N/N=C/C=C/c1ccccc1)c1cc2c(ccc3ccccc32)o1	14	-16	5	-0.3	-12	9	-2	4	1.5
Oc1c(Br)cc(Br)cc1C=Nc1ccc2[nH]ncc2c1	4	-38	9	1.4	0	-4	10	-3	1.9
Cn1c(N)c(S(=O)(=O)N2CCN(C(=O)c3ccco3)CC2)c(=O)n(C)c1=O	-4	3	0	0.4	5	-6	2	-9	0.2
CC(Sc1nc(N)cc(N)n1)C(=O)NCCC1=CCCCC1 (centres undefined)	4	7	14	-0.9	-10	-3	nt	-5	0.2
CCOc1ccc(NS(=O)(=O)c2cc(NC(=O)CCS(=O)(=O)c3ccc(C)cc3)ccc2OC)cc1	-17	7	5	-0.3	33*	0	-2	-1	-0.2
Cc1ccc(NC(=S)N(Cc2cccc(Br)c2)CC2CCC(C(=O)O)CC2)cc1 (centres undefined)	20	-7	1	-0.3	-11	2	-2	-7	-0.2
COc1ccc(N(C)C(=O)Cc2c(C(=O)O)[nH]c3ccccc23)cc1	nt	-2	3	nt	nt	33	1	0	0.8
CCc1ccc(NC(=O)c2cnc3n(c2=O)CCS3)cc1	11	nt	11	0.5	4	-24	-2	-2	0.9
CC(C)(C)c1ccc(OC(=O)c2ccc3nsnc3c2)cc1	4	8	15	1.2	-4	-1	8	-1	-1.1
C=CCn1c(CCCNC(=O)C(C)(C)C)nc2ccccc21	-2	-2	1	-0.1	3	-12	-4	-1	0.1
COCCNc1cc(C)nc2cc(-c3ccc(C)cc3)nn12	nt	-10	1	nt	nt	11	-11	-5	-0.6
C/C(=C\c1ccccc1)CN1CCC(C(=O)N2CCCC(C)C2)CC1 (centres undefined)	-17	-8	6	6.2	-20	8	-3	-4	0.1
Cc1ccc(COCCN2CCN(S(=O)(=O)c3ccccc3)CCC2=O)cc1	17	nt	1	-0.9	16	-41*	-6	1	-0.4
CCOCCCn1c(SCC(=O)Nc2ccc(C(N)=O)cc2)nc2ccccc2c1=O	10	-35	0	0.4	6	-8	-3	5	-0.2
CC1=Nc2ccccc2N=C(NC(=O)CSC(=S)N2CCN(C)CC2)C1c1ccccc1 (centres undefined)	nt	5	0	nt	nt	8	-5	1	-0.2

Five compounds from above, ordered by length of the SMILES, falling:
SMILES	D2 potentiator	RXFP1 antagonist	D1 ag	D2 ag	D2 antag	D1 antagonist	D1 PAM	TRHR enhancer	TRHR agonist
CCOc1ccc(NS(=O)(=O)c2cc(NC(=O)CCS(=O)(=O)c3ccc(C)cc3)ccc2OC)cc1	-17	7	5	-0.3	33*	0	-2	-1	-0.2
CC1=Nc2ccccc2N=C(NC(=O)CSC(=S)N2CCN(C)CC2)C1c1ccccc1 (centres undefined)	nt	5	0	nt	nt	8	-5	1	-0.2
Cc1ccc(COCCN2CCN(S(=O)(=O)c3ccccc3)CCC2=O)cc1	17	nt	1	-0.9	16	-41*	-6	1	-0.4
C/C(=C\c1ccccc1)CN1CCC(C(=O)N2CCCC(C)C2)CC1 (centres undefined)	-17	-8	6	6.2	-20	8	-3	-4	0.1
C=CCn1c(CCCNC(=O)C(C)(C)C)nc2ccccc21	-2	-2	1	-0.1	3	-12	-4	-1	0.1

(listing goes on)
SMILES	D2 potentiator	RXFP1 antagonist	D1 ag	D2 ag	D2 antag	D1 antagonist	D1 PAM	TRHR enhancer	TRHR agonist
COc1ccc(C(=O)OC(COc2ccccc2)Cn2ccnc2)cc1 (centres undefined)	2	-4	-2	0.3	11	-4	-3	1	-0.3
O=C(Nc1ccc2c(c1)OCCO2)C1CCCN(S(=O)(=O)c2cnc[nH]2)C1 (centres undefined)	-1	nt	-1	0.7	-17	9	-5	-2	0.3
C[C@@H](C(=O)NCC1CCCO1)N1C(=O)N2CCc3c([nH]c4ccccc34)[C@@]2(C)C1=O (some centres undefined)	2	nt	2	1.0	-2	6	0	-5	-1.6
Cc1ccc(C(=O)C2=C(O)C(=O)N(Cc3cccnc3)C2c2ccc(Cl)cc2)o1 (centres undefined)	7	4	3	-2.5	-4	-12	-9	1	-0.6
O=C(Nc1c2c(nn1-c1ccccc1)CS(=O)(=O)C2)c1ccccc1C(F)(F)F	7	5	0	-0.4	-5	1	6	1	0.3

Part of the list above with just D1 ag, RXFP1 antagonist and D1 PAM:
SMILES	D1 ag	RXFP1 antagonist	D1 PAM
Cc1cc(NC(=O)CSc2c[nH]c3ccccc23)no1	4	11	-4
CCOC(=O)C(=O)NCC(c1cccnc1)N1CCN(c2ccccc2)CC1 (centres undefined)	0	0	0
CCOC(=O)N1CCN(Cc2ccc3ccccc3c2)CC1	8	12	-5

Compound activity (PubChem BioAssay)
